influenza NS1A = NS1A inhibition, H1N1 influenza, cell based functional assay (AID 504329). NS1A functional cell-based assay, percent inhibition; higher % means a stronger effect. one-dose inhibition, % at 12.5 µM; IC50 in µM for titrated hits. hit rate 0.3% among 340,000; in the data active means a potency from the dose series; inconclusive means inhibition above about 27% without an active follow-up result; further: strong numbers were not always called active
PhoP GFP inhibition = Inhibition of PhoP regulon, Salmonella typhi GFP reporter cells, confirmation, 4 h (AID 1850); Salmonella Typhi PhoP-promoter GFP reporter, fluorescence, 4 h; higher % means a stronger effect; hit rate 0.33% among 310,000; inhibition, % at 50 µM, or IC50 in µM where a hit was titrated; in the data active means a potency from the dose series; inconclusive means inhibition mostly from about 25% at the one dose, without a potency; inactive means the rest, 99 in 100 with inhibition below about 19%;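 further: 0% = induced wells with vehicle and 100% = uninduced wells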
M. tuberculosis HTS = M. tuberculosis growth inhibition, HTS (AID 449762) | one-dose inhibition, % at 25 µM; IC50 in µM for titrated hits | hit rate 0.59% among 330,000 | M. tuberculosis H37Rv growth inhibition, 7H9 media; higher % means a stronger effect; in the data active means a potency from the dose series; inconclusive means inhibition above about 70% without an active follow-up result;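 further: bacterial growth assessed after seven days of incubation; strong numbers were not always called active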
VEEV TC-83 Vero = inhibitors of VEEV TC-83 cytopathic effect, confirmation, Vero cells (AID 588727) | inhibition, % at 20 µM, or IC50 in µM where a hit was titrated | hit rate 0.13% among 350,000 | Vero cells, VEEV TC-83 cytopathic effect inhibition; higher % means a stronger effect; in the data active means a potency from the dose series; inconclusive means inhibition mostly from about 14% at the one dose, without a potency; inactive means the rest, 99 in 100 with inhibition below about 12%; further: strong numbers were not always called active
M. tuberculosis = growth inhibition of non-replicating M. tuberculosis (AID 488890); Mycobacterium tuberculosis non-replicating, growth inhibition; higher % means a stronger effect; inhibition, % at 25 µM, or IC50 in µM where a hit was titrated; hit rate 0.39% among 320,000; in the data active means a potency from the dose series; inconclusive means inhibition mostly from about 82% at the one dose, without a potency; inactive means the rest, 99 in 100 with inhibition below about 76%;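 further: plate controls were DMSO cells for no effect and high antibiotic wells for full effect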
VEEV TC-83 Vero 10K pilot screen = also measured in VEEV TC-83 Vero; calls as there; inhibition, %; measured here: 10K pilot screen inhibition
* = called active by the depositor; i = inactive; ? = inconclusive; · = no result given.

SMILES	influenza NS1A	PhoP GFP inhibition	M. tuberculosis HTS	VEEV TC-83 Vero	M. tuberculosis	others
O=C(C(=O)N1CCCCCC1)c1c[nH]c2ccccc12	-77%	-2%	-4%	i	-6%
COc1ccc(C2=NN(C(=O)CCCC(=O)O)C(c3cccs3)C2)cc1OC (configuration not stated)	6%	1%	-10%	2.1%	-10%
CS(=O)(=O)c1cccc(C(=O)NCc2ccccc2)c1	-7%	-10%	-5%	0.9%	2%
O=C(COC(=O)CC1CCS(=O)(=O)C1)Nc1ccc(F)cc1 (configuration not stated)	-2%	·	0%	i	7%
CC(C)C[C@H](NC(=O)OC(C)(C)C)C(=O)N/N=C/C1=Cc2ccccc2OC1C (some centres not stated)	6%	0%	0%	i	48%
Cc1ccc2cccc(OCC(=O)Nc3ccc4c(c3)OCO4)c2n1	3%	1%	1%	11%	11%
OC1(c2ccccc2F)CC2CCC(C1)N2CCN1CCOCC1 (configuration not stated)	5%	4%	-5%	i	-2%
Cc1ccc(NC(=S)Nc2cccc3cnccc23)c(C)c1	3%	6%	-1%	i	67%
Cc1ccccc1-c1noc(-c2ccccc2C(=O)NCc2ccco2)n1	12%	-4%	-6%	10%	23%
Cn1c(C(=O)OC(C(=O)NC2CCCCC2)c2ccccn2)cc2sccc21 (configuration not stated)	0%	-12%	0%	6.2%	-7%
Cc1cc(N2CCOCC2)nc2ccc(NC(=O)CCC(=O)N3CCC(C)CC3)cc12	-1%	7%	-5%	0.2%	15%	VEEV TC-83 Vero 10K pilot screen=1.6
CCOC(=O)c1c(N)sn(-c2ccccc2C)c1=S	10%	5%	1%	5.3%	43%	VEEV TC-83 Vero 10K pilot screen=1.6
O=C(CN1C(=O)CSC1=O)Nc1ccc(N2CCOCC2)cc1	-3%	-6%	2%	0.6%	·
COc1cc(/C=N/N(C)C2=NS(=O)(=O)c3ccccc32)cc(OC)c1OC	22%	-11%	7%	0.3%	0%
O=S(=O)(c1cccs1)N1CCN(c2ccccn2)CC1	2%	-14%	6%	0.7%	6%
O=C(Cn1cc(C(F)(F)F)ccc1=O)NC1CCCC1	-6%	·	-7%	2.8%	14%
Cc1nc(CS(=O)(=O)c2ccccn2)sc1C(=O)NNC(=O)c1ccc(Cl)cc1	7%	8%	-16%	2.1%	-12%
Cc1cc(NC(=O)Cc2ccccc2)no1	2%	14%	-7%	i	-13%
O=C(c1ccc(F)cc1)N(NC(=O)C(O)(c1ccccc1)c1ccccc1)c1ccccc1	4%	-4%	4%	0.5%	-19%
CCC(C)c1ccc(OCC(=O)Nc2ccc3[nH]c(=O)[nH]c3c2)cc1 (configuration not stated)	0%	-4%	1%	0.2%	3%	VEEV TC-83 Vero 10K pilot screen=2.0
Cc1ccccc1OCCSc1nnc(-c2cccnc2)n1N	0%	0%	-2%	i	3%
CCCCNC(=O)COC(=O)CCC(=O)c1ccc(F)cc1	0%	2%	-5%	i	25%
CC(CN1CCCCC1)NC(=O)c1cccs1 (configuration not stated)	-4%	2%	-5%	i	10%
Cc1ccc(S(=O)(=O)NC(C)(C)CSc2nnc(N)s2)cc1	-7%	35%	-2%	0.7%	-5%
CC(=O)c1ccc(NC(=O)CO/N=C(\C)c2cccs2)cc1	-13%	0%	2%	1.5%	-2%
Cc1c(C(=O)N2CCN(S(=O)(=O)c3ccc(F)cc3)CC2)oc2ccccc12	-4%	-2%	68%	8.4%	33%
O=C(COc1cccc2c1CCNC2=O)Nc1cccc(C(F)(F)F)c1	-15%	0%	-14%	5.7%	39%
Cn1c(-c2cccc(Br)c2)cnc1NCc1cccnc1	-3%	-9%	-6%	i	9%
O=C(NNS(=O)(=O)c1ccccc1)c1cccs1	-7%	3%	39%	0.2%	-11%
COc1ccc2nc(NN=C(C)c3ccccn3)cc(C)c2c1	7.9µM*	·	·	i	·

Ordered by molecular weight (rising): some entries from above
SMILES	influenza NS1A	PhoP GFP inhibition	M. tuberculosis HTS	VEEV TC-83 Vero	M. tuberculosis	others
O=C(NNS(=O)(=O)c1ccccc1)c1cccs1	-7%	3%	39%	0.2%	-11%
CCCCNC(=O)COC(=O)CCC(=O)c1ccc(F)cc1	0%	2%	-5%	i	25%
O=C(COc1cccc2c1CCNC2=O)Nc1cccc(C(F)(F)F)c1	-15%	0%	-14%	5.7%	39%

(further entries)
SMILES	influenza NS1A	PhoP GFP inhibition	M. tuberculosis HTS	VEEV TC-83 Vero	M. tuberculosis	others
CC(C)Oc1cccc(-c2nnc(SCC(=O)Nc3ccc4c(c3)OCCO4)n2N)c1	1%	11%	7%	1.6%	14%
O=C(Nc1ccc2c(c1)OCO2)N1CCC(CO)(CC2CCCCO2)CC1 (configuration not stated)	5%	7%	-8%	1.7%	-9%
O=[N+]([O-])c1ccccc1Oc1ccccc1Cl	3%	0%	-9%	i	33%
COc1ccc(NC(=O)Cn2cccc2)cc1Cl	-3%	-7%	38%	1.4%	-6%	VEEV TC-83 Vero 10K pilot screen=1.6
CCc1ccc(CNC(=O)c2ccc(OC3CCN(C(=O)COC)CC3)cc2)nc1	5%	-3%	-1%	0.3%	6%
COc1ccc(S(=O)(=O)n2cccc2)c(OC)c1	-25%	2%	1%	2.2%	-9%
OCC1(Cc2cccc(Cl)c2)CCCN(Cc2ccc(F)c(F)c2)C1 (configuration not stated)	-8%	-6%	16%	1.4%	42%
Cc1cc(/C([O-])=C(/C(=S)Nc2ccccc2)[n+]2ccccc2)c(C)n1-c1ccccc1	5%	-3%	38%	6.5%	?
O=C(C[C@H]1C/C=C\C[C@@H](Cc2ccc(F)cc2)C(=O)OC[C@H]2CCCN2C1=O)N[C@@H](CO)Cc1ccccc1	-3%	·	9%	0.8%	·
Cn1c2c(c(=O)[nH]c1=O)C(c1cccc(O)c1)C1=C(N2)c2ccccc2C1=O (configuration not stated)	1%	·	·	6.2%	·

Gathered by group, the compounds so far with fluorine (9)
SMILES	influenza NS1A	PhoP GFP inhibition	M. tuberculosis HTS	VEEV TC-83 Vero	M. tuberculosis	others
O=C(COC(=O)CC1CCS(=O)(=O)C1)Nc1ccc(F)cc1 (configuration not stated)	-2%	·	0%	i	7%
OC1(c2ccccc2F)CC2CCC(C1)N2CCN1CCOCC1 (configuration not stated)	5%	4%	-5%	i	-2%
O=C(Cn1cc(C(F)(F)F)ccc1=O)NC1CCCC1	-6%	·	-7%	2.8%	14%
O=C(c1ccc(F)cc1)N(NC(=O)C(O)(c1ccccc1)c1ccccc1)c1ccccc1	4%	-4%	4%	0.5%	-19%
CCCCNC(=O)COC(=O)CCC(=O)c1ccc(F)cc1	0%	2%	-5%	i	25%
Cc1c(C(=O)N2CCN(S(=O)(=O)c3ccc(F)cc3)CC2)oc2ccccc12	-4%	-2%	68%	8.4%	33%
O=C(COc1cccc2c1CCNC2=O)Nc1cccc(C(F)(F)F)c1	-15%	0%	-14%	5.7%	39%
OCC1(Cc2cccc(Cl)c2)CCCN(Cc2ccc(F)c(F)c2)C1 (configuration not stated)	-8%	-6%	16%	1.4%	42%
O=C(C[C@H]1C/C=C\C[C@@H](Cc2ccc(F)cc2)C(=O)OC[C@H]2CCCN2C1=O)N[C@@H](CO)Cc1ccccc1	-3%	·	9%	0.8%	·

Compound activity (PubChem BioAssay)
